Source: PubChem BioAssay (Broad Institute)
dFosB act = activators of delta FosB homodimer, primary screen, biochemical, fluorescence polarization, TAMRA-CDK5 oligo, single point. Protein FosB (Mus musculus), P13346. purified delta FosB; percent of positive-control signal above neutral wells. activation, % at 25 µM. actives 0.99% (n = 340,000);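 active means mean activation above about 17%, with every replicate also reaching it, limit read from the data, passing the limit was not always enough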;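 further: fluorescence polarization rise as delta FosB binds a TAMRA Cdk5 AP-1 oligo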
Target sequence (P13346 whole entry, looked up): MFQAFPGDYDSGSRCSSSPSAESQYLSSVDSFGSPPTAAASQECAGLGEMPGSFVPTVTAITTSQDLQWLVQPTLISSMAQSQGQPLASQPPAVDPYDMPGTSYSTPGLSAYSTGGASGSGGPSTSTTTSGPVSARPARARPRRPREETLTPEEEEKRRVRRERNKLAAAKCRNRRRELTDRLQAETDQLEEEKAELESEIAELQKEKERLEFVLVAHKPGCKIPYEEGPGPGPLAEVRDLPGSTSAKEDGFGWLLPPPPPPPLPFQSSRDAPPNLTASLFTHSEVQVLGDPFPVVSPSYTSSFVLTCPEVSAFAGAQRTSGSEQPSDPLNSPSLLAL
MITF act = activators of MITF-driven TRPM1 promoter reporter, primary screen, cell-based, SK-MEL-5, luciferase, single point; AID 588334, 2011; activation, % at 12.5 µM; actives 0.75% (n = 300,000); SK-MEL-5 TRPM1-promoter luciferase, 24 h; % of positive control, neutral wells = 0;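 active means mean activation of at least 80% with every replicate also reaching 80%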;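 further: 0% = neutral control wells and 100% = parthenolide positive control wells; values of inactives mirror those of a sister screen read the other way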
CAL PDZ FP-1 = CAL PDZ peptide-binding inhibitors, primary screen, biochemical, fluorescence polarization, Cer-tagged CAL PDZ, HTS; purified CAL PDZ, TMR-peptide fluorescence polarization, 1 h; inhibition, % at 20 µM; actives 0.02% (n = 330,000); AID 504414, 2011;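 active means highest replicate inhibition of at least 40%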;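 further: plate controls were DMSO neutral control wells for no effect and unlabeled competitor peptide control wells for full effect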
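material = purified tagged CAL PDZ domain construct (CerCALP) | buffer or medium = sodium phosphate/NaCl buffer pH 7.4 with TCEP, IgG, Thesit | reagent = TMR-labelled reporter peptide T*-PRC34 bound in PDZ groove | incubation = 1 h room-temperature incubation prior to read | measured by = fluorescence polarization (mP) | evaluation = percent inhibition from loss of millipolarization | control set = unlabelled peptide and DMSO controls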
PfHsp90 set2 = growth inhibition of PfHsp90-expressing yeast, primary screen, antimalarial PfHsp90 inhibitor project, S. cerevisiae, BacTiter-Glo luminescence, single point, set 2; BacTiter-Glo ATP, 48 h; yeast lacking PDR1 and PDR3 efflux regulators; inhibition, % at 9.4 µM; actives 0.32% (n = 310,000);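 active means every replicate shows inhibition above about 80%, whatever the replicate mean, limit read from the data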;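 further: 0% = DMSO neutral controls and 100% = 20 µM radicicol positive controls; yeast relying on Plasmodium falciparum Hsp90 in place of its own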
CAL PDZ FP-2 = untagged CAL PDZ binding inhibitors, primary screen, biochemical, fluorescence polarization, HTS | purified CAL PDZ, TMR-peptide fluorescence polarization, 1 h | inhibition, % at 24.9 µM | actives 0.92% (n = 300,000) | AID 602252, 2012;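 active means mean inhibition of at least 30% with at least half of replicates also reaching 30%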;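 further: 0% = DMSO neutral control and 100% = excess unlabeled competitor peptide PRC23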
SR-BI DiI inh = inhibitors of SR-BI mediated HDL lipid uptake, primary screen, ldlA[mSR-BI] cells, fluorescence, single point. Scavenger receptor class B member 1 (Mus musculus), Q61009. ldlA[mSR-BI] CHO cells, DiI-HDL uptake fluorescence, 3 h. inhibition, % at 12.5 µM. actives 0.96% (n = 320,000);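 active means mean replicate inhibition of at least 70% and a set share of replicates each scoring 70 or more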;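 further: 0% = median of neutral control wells and 100% = median of positive control wells; values of inactives mirror those of a sister screen read the other way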
Target sequence (Q61009 whole entry, looked up): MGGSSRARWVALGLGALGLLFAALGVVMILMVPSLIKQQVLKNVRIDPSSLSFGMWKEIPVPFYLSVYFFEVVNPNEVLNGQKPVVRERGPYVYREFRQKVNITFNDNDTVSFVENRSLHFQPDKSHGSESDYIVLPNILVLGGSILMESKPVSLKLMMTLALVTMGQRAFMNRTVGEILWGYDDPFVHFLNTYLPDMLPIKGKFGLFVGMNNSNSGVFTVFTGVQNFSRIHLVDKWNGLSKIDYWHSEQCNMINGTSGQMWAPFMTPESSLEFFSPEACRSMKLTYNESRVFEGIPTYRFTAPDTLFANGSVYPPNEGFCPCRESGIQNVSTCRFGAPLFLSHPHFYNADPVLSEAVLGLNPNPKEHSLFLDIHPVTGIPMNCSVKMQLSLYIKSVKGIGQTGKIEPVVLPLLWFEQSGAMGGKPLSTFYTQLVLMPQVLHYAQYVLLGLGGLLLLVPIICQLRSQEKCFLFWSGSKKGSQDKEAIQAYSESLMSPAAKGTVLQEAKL
NSD2 HMT inh = NSD2 histone methyltransferase inhibitors, primary screen, biochemical, AlphaScreen, single concentration, set 2 | Histone-lysine N-methyltransferase NSD2 (Homo sapiens), O96028 | NSD2 peptide methylation, 120 min | inhibition, % at 12.5 µM | actives 0.54% (n = 310,000) | AID 743445, 2014; in the data active means inhibition above about 50%
Rtt109 HAT inh = inhibitors of C. albicans Rtt109/Vps75 HAT, primary screen, biochemical, ThioGlo CoA-SH fluorescence, plate reader; Histone acetyltransferase RTT109 (Candida albicans (strain SC5314 / ATCC MYA-2876)), …; purified Rtt109/Vps75, 4 h; inhibition, % at 34.9 µM; actives 0.16% (n = 330,000);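 active means inhibition of at least 50% in every replicate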
SR-BI DiI-HDL act = activators of SR-BI mediated DiI-HDL uptake, primary screen, ldlA[mSR-BI] CHO cells, DiI fluorescence; activation, % at 12.5 µM; AID 504775, 2011; actives 0.096% (n = 320,000); 3 h; 100 = double the neutral-control signal;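 active means mean replicate activation of at least 60% and every replicate at or above 60%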;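 further: 0% = median plate neutral-control signal and 100% = twice that signal; values of inactives mirror those of a sister screen read the other way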
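Test system: SR-BI-overexpressing, LDLR-lacking CHO cells; Also added: labelled HDL, 10 µg/mL; Measured by: bottom-read cell fluorescence after medium removal, ex 550/em 595 nm; Timing: 3 h uptake period with compound, 37 °C; Buffer or medium: F12, 0.5% BSA, 25 mM HEPES; Doses: single compound concentration, delivered by pin transfer.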
PvdQ inh = P. aeruginosa PvdQ acylase inhibitors, primary screen, biochemical, fluorescence, plate reader and imaging, single point | PvdQ acylase [Pseudomonas aeruginosa LESB58] | purified PvdQ acylase | inhibition, % at 10 µM | actives 0.063% (n = 340,000) | AID 488965, 2010; in the data active means inhibition above about 30%, passing the limit was not always enough;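 further: 0% = vehicle neutral wells and 100% = reference inhibitor wells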
An asterisk follows results filed as active; / = not tested or not shown.

# | Compound | dFosB act | PvdQ inh | NSD2 HMT inh | PfHsp90 set2 | CAL PDZ FP-2 | SR-BI DiI-HDL act | CAL PDZ FP-1 | Rtt109 HAT inh | MITF act | SR-BI DiI inh
1 | COc1ccc(OC)c(S(=O)(=O)N2CCN(c3ccccn3)CC2)c1 | -9 | -8 | -4 | -13 | -7 | 1 | -7.0 | -6 | 5 | -1
2 | CC(C)(CNC(=O)c1ccc(NS(=O)(=O)c2ccc(Br)cc2)cc1)N1CCOCC1 | -6 | -7 | -3 | -63 | -2 | 22 | -1.8 | 2 | -7 | -22
3 | COc1ccc(S(=O)(=O)N2CCC(C(N)=O)(N3CCCCC3)CC2)cc1 | -4 | 0 | / | 5 | / | 17 | 0.2 | 4 | / | -17
4 | COc1ccccc1CCC(=O)OCC(=O)Nc1cc(S(=O)(=O)N2CCOCC2)ccc1C | -4 | -5 | 1 | 16 | 0 | 34 | -1.9 | 0 | 1 | -34
5 | Cc1cc(C(=O)COC(=O)CNC(=O)c2ccco2)c(C)n1Cc1ccco1 | -3 | -13 | 3 | 6 | -3 | 23 | 0.1 | -5 | 8 | -23
6 | O=C(NCc1ccccc1)C1CCN(S(=O)(=O)N2CCCCCC2)CC1 | -2 | 4 | 11 | 0 | / | -7 | -2.2 | -8 | 0 | 7
7 | C=Cc1ccc(N=Cc2c(O)ccc3ccccc23)cc1 | -2 | -10 | 0 | -5 | -5 | -75 | 0.8 | 1 | -19 | 75*
8 | Cc1c(C(=O)Nc2ccc3c(c2)OCO3)oc2ccccc12 | -11 | 7 | / | 4 | -2 | -19 | -2.0 | / | 42 | 19
9 | CCn1c(SCC(=O)Nc2ccc(NC(=O)c3ccco3)cc2)nnc1-c1cccs1 | -1 | -10 | 0 | -7 | -3 | -8 | -2.9 | 6 | 11 | 8
10 | O=C(O)c1ccc2c(c1)C(=O)/C(=C/c1ccccc1)C2=O | -9 | -16 | 48 | 4 | 0 | 39 | -2.9 | 8 | 6 | -39
11 | NC(=O)c1ccc(C(F)(F)F)n(Cc2ccc(F)c(F)c2)c1=O | -9 | -9 | -2 | -5 | 2 | -14 | -1.2 | -7 | 2 | 14
12 | COc1cc(CNCCO)cc(Cl)c1OCc1ccc(Cl)cc1Cl | -58 | -10 | 4 | 15 | -7 | 2 | -0.2 | 5 | -4 | -2
13 | COC(=O)C1CN(C(=O)COc2ccccc2C)c2ccccc2O1 (configuration not stated) | -10 | -8 | -2 | -7 | -4 | -3 | -1.0 | 1 | -3 | 3
14 | Cc1ccc(N2C(=O)CC2(C#N)c2ccc(OCc3ccccc3)cc2)cc1 (configuration not stated) | -6 | 5 | -1 | -1 | -3 | 3 | 1.1 | 0 | / | -3
15 | CCC(C)(C)n1nnnc1CN(Cc1cc2cc(OC)ccc2[nH]c1=O)C1CCCC1 | -7 | -4 | 0 | -11 | -3 | 21 | -2.9 | / | 1 | -21

Sorted by the number under dFosB act (smallest number first): 3 from the list above
No. | Molecule | dFosB act
10 | O=C(O)c1ccc2c(c1)C(=O)/C(=C/c1ccccc1)C2=O | -9
14 | Cc1ccc(N2C(=O)CC2(C#N)c2ccc(OCc3ccccc3)cc2)cc1 (configuration not stated) | -6
5 | Cc1cc(C(=O)COC(=O)CNC(=O)c2ccco2)c(C)n1Cc1ccco1 | -3

(continued)
# | Compound | dFosB act | PvdQ inh | NSD2 HMT inh | PfHsp90 set2 | CAL PDZ FP-2 | SR-BI DiI-HDL act | CAL PDZ FP-1 | Rtt109 HAT inh | MITF act | SR-BI DiI inh
16 | Cc1nn(C)c(C)c1S(=O)(=O)NCCc1ccc(Cl)cc1 | -4 | -17 | -2 | 18 | -1 | -46 | -2.6 | 2 | 4 | 46
17 | Cn1ncc(N=Cc2ccccc2O)c1C(=O)Nc1ccccc1 | -17 | -16 | 0 | -37 | -1 | -35 | -1.2 | -12 | 8 | 35
18 | C=CCC1(/C=N/O)CCOC(C)(C)C1 (configuration not stated) | 5 | -5 | -1 | 3 | -4 | -19 | -0.6 | 8 | 1 | 19
19 | Cc1cc(C(=O)OCC(=O)NCCCN2CCCC2=O)c2ccccc2n1 | -5 | -13 | -8 | / | / | -1 | -1.3 | 1 | / | 1
20 | CC(C)(C(=O)O)c1ccc([C@H](O)CCCN2CCC(C(O)(c3ccccc3)c3ccccc3)CC2)cc1 | -2 | -11 | / | -9 | -6 | 2 | 0.1 | -3 | -17 | -2
21 | O=C(Nc1c(-c2ccccc2)nc2ccccn12)c1ccccc1F | -4 | -17 | -1 | 9 | -4 | 0 | -1.2 | -4 | -3 | 0
22 | Cc1ccc2[nH]cc(C(=O)CN3CCN(c4ccccc4F)CC3)c2c1 | 11 | -13 | -1 | 4 | / | -2 | -2.2 | 3 | -9 | 2
23 | COc1ccccc1N1CCN(S(=O)(=O)c2ccccc2F)CC1 | -1 | -14 | -1 | 0 | / | 7 | 0.1 | -3 | 6 | -7
24 | Cc1ccc(Cn2c(SCC(=O)NCC3CCCO3)nc3ccsc3c2=O)cc1 (configuration not stated) | -2 | 5 | -1 | / | -6 | 60* | -0.8 | 19 | 2 | -60
25 | Clc1ccc(-c2c[n+](Cc3ccc(Br)cc3)c3n2CCCCC3)cc1 | -9 | -8 | -2 | -11 | -1 | -41 | -1.0 | 2 | -28 | 41
26 | CC(C)[C@H](NC(=O)C1CC(=O)N(c2ccc(F)cc2)C1)C(=O)N1CCCCC1 (some centres not stated) | 4 | -6 | 0 | -3 | -2 | 9 | -2.2 | -1 | -1 | -9
27 | COc1ccc(CNc2nc3c(c(=O)n(Cc4ccc(Br)cc4)c(=O)n3C)n2C)cc1 | -1 | -19 | -1 | -40 | -6 | -3 | 0.2 | -7 | -26 | 3
28 | CN(CC(=O)Nc1ccccc1Cl)C1CCCCC1 | 6 | -11 | -1 | 22 | 6 | 1 | 0.4 | -6 | / | -1
29 | CCc1ccccc1N(C(=O)c1snc(C(N)=O)c1N)C(C(=O)NCC1CCCO1)c1ccc(N(C)C)cc1 (configuration not stated) | 1 | -7 | -2 | -21 | / | / | -1.1 | -7 | 6 | /
30 | COCCn1ccc2c(OCC(=O)NCc3ccc(C)cc3)cccc2c1=O | 2 | -7 | 1 | / | -4 | 11 | -2.6 | -3 | 2 | -11

The closing 3 compounds of the section above are carried over, then new ones follow:
# | Compound | dFosB act | PvdQ inh | NSD2 HMT inh | PfHsp90 set2 | CAL PDZ FP-2 | SR-BI DiI-HDL act | CAL PDZ FP-1 | Rtt109 HAT inh | MITF act | SR-BI DiI inh
28 | CN(CC(=O)Nc1ccccc1Cl)C1CCCCC1 | 6 | -11 | -1 | 22 | 6 | 1 | 0.4 | -6 | / | -1
29 | CCc1ccccc1N(C(=O)c1snc(C(N)=O)c1N)C(C(=O)NCC1CCCO1)c1ccc(N(C)C)cc1 (configuration not stated) | 1 | -7 | -2 | -21 | / | / | -1.1 | -7 | 6 | /
30 | COCCn1ccc2c(OCC(=O)NCc3ccc(C)cc3)cccc2c1=O | 2 | -7 | 1 | / | -4 | 11 | -2.6 | -3 | 2 | -11
31 | CCC(=O)Nc1cccc(NC(=S)NC(=O)c2cc3ccccc3o2)c1 | 2 | -4 | -4 | 0 | 2 | -18 | -0.5 | 8 | 61 | 18
32 | COc1ccccc1N1CCN(CC(=O)NCc2ccc(Cl)cc2)CC1 | -5 | -6 | 0 | -14 | 0 | -45 | 0.1 | -6 | -9 | 45
33 | Cc1ccc(-c2cnn3c(N4CCOCC4)cc(C)nc23)cc1 | 0 | 10 | -10 | 15 | -2 | -47 | 0.0 | -4 | 43 | 47
34 | COc1ccc(C(=O)Nc2nc(C)c(C)s2)cc1OC | 2 | -9 | 3 | 12 | -7 | -79 | -1.6 | -2 | 30 | 79*
35 | CCCCOC(=O)Nc1nc2ccccc2s1 | 3 | -8 | 0 | 0 | -2 | -7 | -0.8 | 15 | 63 | 7
36 | CCOC(=O)/C(=C\c1ccccc1)C(=O)c1cc(C(C)=O)c(Nc2ccccc2)s1 | -14 | -4 | 4 | 7 | -3 | -30 | -1.9 | -7 | -59 | 30
37 | COc1ccccc1-c1noc(CCCC(=O)NC2CCCC2)n1 | -4 | 9 | -3 | 7 | -3 | 12 | -2.3 | 10 | -15 | -12
38 | O=[N+]([O-])c1ccc(Oc2cccnc2)c([N+](=O)[O-])c1 | 6 | 9 | 5 | -10 | 37* | 5 | -1.4 | 6 | 2 | -5
39 | COC(=O)c1cc(CNC(=O)c2ccc(S(=O)(=O)N(C)c3ccccc3)cc2)ccc1OC | -8 | -1 | -1 | -23 | / | -32 | -0.9 | 0 | -9 | 32
40 | O=C(NCc1ccccc1F)c1ccc2c(c1)OCCO2 | 0 | -7 | -1 | -16 | -3 | 15 | -1.5 | 4 | 16 | -15
41 | Cc1cc(C)c(NC(=S)N2CCCC2C(=O)O)c(C)c1 (configuration not stated) | 6 | -10 | -3 | -12 | -1 | 22 | -1.8 | -11 | 9 | -22
42 | CC(C)[C@H](NC(=O)NCCC1=CCCCC1)C(=O)O | -5 | -11 | -2 | 24 | -6 | / | -1.3 | 0 | -6 | /
43 | CC1CNC(=S)N(c2ccc(F)cc2)C1=O (configuration not stated) | 0 | -1 | -3 | -6 | 1 | 5 | 0.1 | -7 | 6 | -5
44 | Cc1ccc(S(=O)(=O)/N=C2/C=C(Sc3ncn[nH]3)C(=O)c3ccccc32)cc1 | -7 | 3 | / | -4 | 3 | -20 | 5.8 | / | -91 | 20
45 | CCOc1ccc(CN2CCNC(=O)C2CC(=O)NCc2cc(C)n(C)n2)cc1 (configuration not stated) | -9 | 8 | 19 | 13 | -7 | 10 | -1.6 | 13 | -6 | -10
46 | COc1cc(OC)c(NC(=O)CCCn2c(=O)oc3ccccc32)cc1Cl | -8 | -16 | -1 | 30 | -1 | -29 | -0.8 | -16 | -4 | 29
47 | CCCCCCC(=O)Nc1c(O)c2ccccc2[nH]c1=O | -3 | -11 | / | -28 | 1 | 3 | -1.1 | 6 | 6 | -3
48 | Cc1nc2sccn2c(=O)c1Br | -3 | -1 | 28 | -3 | -2 | 14 | -2.5 | 5 | 7 | -14
49 | COc1ccc(C(=O)NCCCn2ccnc2)cc1 | 1 | -9 | -2 | 7 | -2 | -1 | -2.7 | -3 | -7 | 1
